GSK3 alpha inh – blocks human GSK-3 alpha kinase. P49840. ADP-Glo luminescence, 60 min. inhibition, % at 10 µM. 0.1% of 320,000 active. AID 2650;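 in the data active = inhibition above about 50%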;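 also: GST-tagged GSK-3 alpha with peptide substrate and 25 µM ATP; 0% = DMSO neutral wells and 100% = GW8510 positive control wells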
Target sequence (P49840 whole entry, looked up): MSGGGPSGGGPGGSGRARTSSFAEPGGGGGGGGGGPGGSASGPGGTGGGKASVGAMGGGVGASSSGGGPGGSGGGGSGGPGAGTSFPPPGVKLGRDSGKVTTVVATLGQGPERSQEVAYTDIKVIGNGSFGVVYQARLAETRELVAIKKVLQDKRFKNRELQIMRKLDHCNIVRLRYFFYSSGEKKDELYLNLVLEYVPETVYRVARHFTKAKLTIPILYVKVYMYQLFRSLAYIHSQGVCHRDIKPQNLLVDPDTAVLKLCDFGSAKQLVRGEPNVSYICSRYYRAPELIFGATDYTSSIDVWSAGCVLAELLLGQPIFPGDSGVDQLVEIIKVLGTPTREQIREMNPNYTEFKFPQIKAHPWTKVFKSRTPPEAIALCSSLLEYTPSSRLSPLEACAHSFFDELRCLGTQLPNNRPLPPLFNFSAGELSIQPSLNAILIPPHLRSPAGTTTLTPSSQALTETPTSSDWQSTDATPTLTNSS
DYRK1A inh – blocks rat Dyrk1A kinase activity; ADP-Glo luminescence, NFATc1 peptide; inhibition, % at 12.5 µM; 0.43% of 310,000 active; in the data active = inhibition above about 50%;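 also: plate controls were vehicle with enzyme for no effect and no enzyme for full effect; many of its hits are not listed in these tables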
KCNK3 inh – human KCNK3 channel inhibition, primary screen; 0.84% of 340,000 active; CHO-KCNK3 thallium flux, FluxOR fluorescence; stronger effect = lower value; O14649; AID 602410; B-score at 10 µM;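 active = B-score under library mean minus 4 SD, starting fluorescence ratio at most library mean plus 5 SD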;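 also: more negative B-score means stronger inhibition of thallium flux through KCNK3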
Target sequence (O14649 whole entry, looked up): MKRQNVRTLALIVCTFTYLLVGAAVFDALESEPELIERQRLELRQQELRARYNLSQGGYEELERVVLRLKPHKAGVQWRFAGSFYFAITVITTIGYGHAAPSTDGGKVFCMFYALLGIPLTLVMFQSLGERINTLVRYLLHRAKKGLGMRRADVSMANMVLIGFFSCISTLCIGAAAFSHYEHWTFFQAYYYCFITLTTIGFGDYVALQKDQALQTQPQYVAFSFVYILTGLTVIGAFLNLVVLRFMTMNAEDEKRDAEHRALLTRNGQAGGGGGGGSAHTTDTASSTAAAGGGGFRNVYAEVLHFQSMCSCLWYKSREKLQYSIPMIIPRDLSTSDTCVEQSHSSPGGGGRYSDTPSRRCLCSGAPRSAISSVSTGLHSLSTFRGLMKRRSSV
HDAC3 inhib – inhibitors of human histone deacetylase 3; O15379; recombinant HDAC3, fluorogenic peptide/trypsin coupled, fluorescence; inhibition, % at 8.3 µM; 0.15% of 320,000 active; AID 2718; in the data active = inhibition above about 26%, passing the limit was not always enough
The depositor's hits bear a star; i = inactive.

(1) Cc1cc(C2=CC(=O)C[C@H](c3ccc4c(c3)OCO4)C2)ccc1F
(2) COc1ccc(C(=O)OCC(=O)Nc2sccc2C(N)=O)cc1[N+](=O)[O-]
(3) O=C(COC(=O)c1ccc(Br)o1)Nc1cccc(S(=O)(=O)N2CCCCC2)c1
(4) CCN(CC)CCNC(=O)c1cc(Br)c(N)cc1OC
(5) COc1ccc(NC(=O)CCCc2nc3ccccc3c(=O)[nH]2)cc1Cl
(6) O=C(Cc1ccc(Cl)cc1)OCC(=O)N1CCCCCC1
(7) Cc1ccc(C(=O)NCC(=O)OCCCOC(=O)CNC(=O)c2ccc(C)c(C)c2)cc1C
(8) COc1ccc(CCN2CC(C(=O)OC(C)C(=O)Nc3cccc(Cl)c3)CC2=O)cc1OC (configuration not stated)
Assay by compound	1	2	3	4	5	6	7	8
GSK3 alpha inh	6	0	-2	-2	0	-1	5	2
DYRK1A inh	8	9	-3	7	-4	0	4	3
KCNK3 inh	i	i	i	i	i	i	i	i
HDAC3 inhib	1	7	-10	-5	0	-4	2	4

(9) N#Cc1ccccc1Sc1ccccc1C(=O)NCC(c1ccco1)N1CCCCC1 (configuration not stated)
(10) COc1ccc(NC(=O)CN(C)C(=O)c2cccc(S(=O)(=O)Nc3ccc(F)cc3)c2)cc1
(11) O=C1C=C(c2ccc3ncccc3c2)C[C@@H](c2ccc(Cl)cc2)C1
(12) Cc1ccc(S(=O)(=O)N2CCOCC2)cc1NC(=O)COC(=O)/C=C/c1ccco1
(13) CCOc1ccc(NC(=O)CN(C)C(=O)CC2CCCC2)cc1OCC
(14) CCn1c(C)cc(C(=O)CSc2nnnn2C2CCCC2)c1C
(15) Cc1ccc(NC(=O)c2nc[nH]c2C(=O)N[C@H](C)c2ccccc2)cc1
(16) CCOC(=O)c1ccc(NC(=O)CCCN2C(=O)NC3(CCCC3)C2=O)cc1
Assay by compound	9	10	11	12	13	14	15	16
GSK3 alpha inh	3	1	-1	-1	-1	1	-2	0
DYRK1A inh	4	0	0	0	2	0	9	4
KCNK3 inh	i	i	i	i	i	i	i	i
HDAC3 inhib	-2	-2	8	6	-1	-6	10	-5

Reprinted from the part before: 2 compounds, then new ones.
(15) Cc1ccc(NC(=O)c2nc[nH]c2C(=O)N[C@H](C)c2ccccc2)cc1
(16) CCOC(=O)c1ccc(NC(=O)CCCN2C(=O)NC3(CCCC3)C2=O)cc1
(17) CCC[C@@H](CN1CCC[C@H]1CN1C(N)=NC[C@@H]1Cc1ccccc1)N1C[C@@H](Cc2ccccc2)N(CCc2ccc(Cl)c(Cl)c2)C1=N
(18) Cc1ccc(C=NNC(=O)c2cc(-c3cccnc3)nc3ccccc23)o1
(19) COCCCNC(=O)Cn1ccc(NC(=O)OCc2ccccc2)nc1=O
(20) COc1ccc(-n2nc(C(=O)N3CCCCC3)c3ccccc3c2=O)cc1
(21) O=[N+]([O-])c1cc([N+](=O)[O-])c(Oc2cc(Cl)cc(Cl)c2)cc1NN1CCCCC1
(22) COc1cccc(OC)c1C(=O)OCc1c(-c2ccccc2)ncc2ccccc12
(23) COc1ccc(CNC(=O)COC(=O)c2ccc(C(=O)c3ccccc3)cc2)cc1
(24) CCOC(=O)c1c(C)[nH]c(C)c1C(=O)COC(=O)[C@@H](NC(=O)c1ccco1)C(C)C
Assay by compound	15	16	17	18	19	20	21	22	23	24
GSK3 alpha inh	-2	0	15	0	3	0	-1	1	-4	0
DYRK1A inh	9	4	2	4	5	-6	-2	13	3	-2
KCNK3 inh	i	i	i	i	i	i	i	i	i	i
HDAC3 inhib	10	-5	-3	-7	-13	-2	-2	7	-2	1

(25) C[C@H]1CN([C@@H](C)CO)C(=O)c2cccc(NC(=O)Nc3ccc(C(F)(F)F)cc3)c2O[C@@H]1CN(C)S(=O)(=O)c1ccc(Cl)cc1
(26) CC(=O)Nc1ccc(SCCN2CC[C@@H](C)CCC2=O)cc1
(27) C[C@@H](O)CC#Cc1ccc2oc(=O)c(-n3cc(-c4ccsc4)nn3)cc2c1
(28) Cc1cc(C)n2cc(CSc3nnnn3-c3ccc(Cl)cc3)nc2n1
(29) COc1cccc(NC(=O)COC(=O)c2ccccc2C(=O)N(C)c2ccccc2)c1
(30) Cc1ccc(C(=O)CC(C(=O)O)c2cn(CCC#N)c3ccccc23)cc1 (configuration not stated)
(31) Cc1cc2occ(CC(=O)Nc3nnc(C4CC4)s3)c2cc1C
(32) C[C@H](NC(=O)c1ccccc1)C(=O)OCC(=O)Nc1ccc2c(c1)OCO2
Assay by compound	25	26	27	28	29	30	31	32
GSK3 alpha inh	-4	3	7	1	7	-6	0	-3
DYRK1A inh	1	3	8	5	3	-10	1	7
KCNK3 inh	i	i	i	i	i	i	i	i
HDAC3 inhib	34*	-3	1	-4	-1	4	11	-7

(33) C[C@@H]1CN([C@H](C)CO)C(=O)Cc2cc(NC(=O)Cn3cnnn3)ccc2O[C@@H]1CN(C)Cc1ccc(Cl)c(Cl)c1
(34) O=C(COC(=O)c1cc(S(=O)(=O)N2CCOCC2)ccc1Cl)NCc1ccccc1
(35) NCCCCCC(=O)O
(36) COC(=O)c1ccc(COC(=O)C2CC(O)CN2S(=O)(=O)c2ccc([N+](=O)[O-])cc2)cc1 (configuration not stated)
(37) COc1ccc(NS(=O)(=O)c2cccc(C(=O)NNC(=O)c3ccc(=O)[nH]c3)c2)cc1
(38) O=C(CC1N=C2c3ccccc3N=C(SCc3ccc(Cl)cc3)N2C1=O)NCc1ccco1 (configuration not stated)
(39) COc1cc(C(=O)NCC(c2ccccc2)N(C)C)ccc1OCc1c(C)noc1C (configuration not stated)
(40) Cc1ccccc1C(=O)NCC(=O)N1CCN(c2ccccn2)CC1
Assay by compound	33	34	35	36	37	38	39	40
GSK3 alpha inh	0	-4	-2	0	-3	-1	-1	0
DYRK1A inh	2	-2	4	3	1	6	0	-2
KCNK3 inh	i	i	i	i	i	i	i	i
HDAC3 inhib	2	2	1	3	-4	3	7	-16

(41) Cc1nc(CC(=O)NNS(=O)(=O)c2cccc(Cl)c2Cl)cs1
(42) CCCS(=O)(=O)N1CCC(C(=O)NCCc2ccccc2)CC1
(43) O=C(N=Nc1c(O)[nH]c2ccc(F)cc12)c1ccc(NS(=O)(=O)c2cccs2)cc1
(44) O=C1CC2CCCN2C=C1I (configuration not stated)
(45) C[C@@H]1CCCCCCCCC(=O)OCCN(C(=O)OC(C)(C)C)[C@H](C)CCCCCCCCC(=O)OCCN1C(=O)OC(C)(C)C
(46) C[C@@H]1CN([C@@H](C)CO)C(=O)Cc2cc(NS(=O)(=O)c3ccccc3)ccc2O[C@H]1CN(C)Cc1ccncc1
(47) O=C(COC(=O)c1cc(S(=O)(=O)N2CCOCC2)c(Cl)cc1Cl)NC1CC1
(48) COc1cc(C(=O)OCCCc2cc3ccccc3c(=O)o2)cc(OC)c1OC
Assay by compound	41	42	43	44	45	46	47	48
GSK3 alpha inh	6	-1	7	-1	0	1	-1	0
DYRK1A inh	-3	-7	-1	35	-7	1	-1	7
KCNK3 inh	i	i	i	i	i	i	i	i
HDAC3 inhib	-4	3	-1	2	0	0	-4	-1

In the list so far, seven have a furan ring, fused or not.
(3) O=C(COC(=O)c1ccc(Br)o1)Nc1cccc(S(=O)(=O)N2CCCCC2)c1
(9) N#Cc1ccccc1Sc1ccccc1C(=O)NCC(c1ccco1)N1CCCCC1 (configuration not stated)
(12) Cc1ccc(S(=O)(=O)N2CCOCC2)cc1NC(=O)COC(=O)/C=C/c1ccco1
(18) Cc1ccc(C=NNC(=O)c2cc(-c3cccnc3)nc3ccccc23)o1
(24) CCOC(=O)c1c(C)[nH]c(C)c1C(=O)COC(=O)[C@@H](NC(=O)c1ccco1)C(C)C
(31) Cc1cc2occ(CC(=O)Nc3nnc(C4CC4)s3)c2cc1C
(38) O=C(CC1N=C2c3ccccc3N=C(SCc3ccc(Cl)cc3)N2C1=O)NCc1ccco1 (configuration not stated)
Assay by compound	3	9	12	18	24	31	38
GSK3 alpha inh	-2	3	-1	0	0	0	-1
DYRK1A inh	-3	4	0	4	-2	1	6
KCNK3 inh	i	i	i	i	i	i	i
HDAC3 inhib	-10	-2	6	-7	1	11	3

(further entries)
(49) N#Cc1ccc(C(=O)NC(=S)N2CCOCC2)cc1
(50) C#CCC(NC(=O)c1ccc(C#N)cc1)C(=O)NCCC (configuration not stated)
(51) Cc1cc(NC(=O)c2cc(-c3ccncc3)nc3ccccc23)ccc1Br
(52) O=C(c1cc(S(=O)(=O)N2CCOCC2)ccc1Cl)N1CCCCC1CO (configuration not stated)
(53) N#Cc1ccc(OCC(=O)NCCCn2ccnc2)cc1
(54) CN(Cc1ccc(Cl)c(Cl)c1)C(=O)C1=CC=CN2CCS(=O)(=O)N=C12
(55) Cc1ccc(NC(=O)COc2ccc(N(C)C(=O)C(C)(C)C)cc2)cc1S(=O)(=O)N1CCCCC1
(56) O=C(Nc1ccc2oc(-c3ccncc3)nc2c1)c1c(F)c(F)c(F)c(F)c1F
Assay by compound	49	50	51	52	53	54	55	56
GSK3 alpha inh	-7	-2	-4	-1	-3	1	0	0
DYRK1A inh	3	-21	1	0	0	-6	1	3
KCNK3 inh	i	i	-13*	i	i	i	i	i
HDAC3 inhib	-3	3	-8	-4	-2	-9	-2	-11

(57) CCC(C)Sc1ccc([C@@H]2[C@H]3C(=O)N(CC)C(=O)[C@H]3[C@]3(C(=O)OC)CCCCN23)cc1 (some centres not stated)
(58) CN(CC(=O)Nc1ccc(N2CCOCC2)cc1)C(=O)Cc1ccccc1
(59) CCC(OC(=O)c1cc2sccc2n1C)C(=O)NCC1CCCO1 (configuration not stated)
(60) CC(NC(=O)c1ccc(NC(=O)CC2SC(N3CCCC3)=NC2=O)cc1)c1ccccc1 (configuration not stated)
(61) Cc1ccc(C(=O)OC(C)C(=O)Nc2ccc3c(c2)OCO3)c(O)c1 (configuration not stated)
(62) Cc1ccccc1C(=O)N1CCC(C(=O)Nc2ccc(S(=O)(=O)N3CCOCC3)cc2)CC1
(63) CCOc1ccc(NC(=O)c2ccc(OCC3CCCO3)cc2)cc1S(=O)(=O)N(CC)CC (configuration not stated)
(64) CC1CCC(NC(=O)CN2C(=O)C3CC=CCC3C2=O)CC1 (configuration not stated)
Assay by compound	57	58	59	60	61	62	63	64
GSK3 alpha inh	-1	0	2	-1	8	-2	-1	-1
DYRK1A inh	13	-2	-2	-1	5	10	-6	1
KCNK3 inh	i	i	i	i	i	i	i	i
HDAC3 inhib	8	1	-3	-1	2	-8	18	1

(65) CC(NC(=O)CN1C(=O)NC(c2ccccc2)(c2ccccc2)C1=O)c1cccs1 (configuration not stated)
(66) Cc1cccc(OCCC(=O)NNC(=O)Cn2nc(C)cc2C)c1
(67) CC(C(=O)O)c1ccc(C(=O)c2ccccc2)s1 (configuration not stated)
(68) CCOC(=O)C1=C(C)N(CCCC(=O)O)C(=O)NC1c1ccccc1OS(=O)(=O)c1ccc(C)cc1 (configuration not stated)
(69) COc1cc(CCC(=O)OCC(=O)c2ccc[nH]2)cc(OC)c1OC
(70) CCc1ccc(C(=O)CN2C(=O)NC3(CCc4ccccc43)C2=O)cc1 (configuration not stated)
(71) O=C1NC[C@H](c2ccccc2)OC(=O)[C@@H](Cc2ccc(F)cc2)C/C=C\C[C@H]1CC(=O)N(CCO)Cc1ccccc1
(72) CC(Sc1nnc(-c2ccccc2F)n1C1CC1)C(=O)NCc1ccco1 (configuration not stated)
Assay by compound	65	66	67	68	69	70	71	72
GSK3 alpha inh	-3	-6	2	-3	-3	2	-2	2
DYRK1A inh	2	0	-11	-4	-5	-3	-3	-1
KCNK3 inh	i	i	i	i	i	i	i	i
HDAC3 inhib	5	3	1	-3	0	4	1	-1

(73) CCOC(=O)[C@H]1[C@H]2COc3cc(OC)ccc3[C@@H]2N2C(=O)c3cc(OC)c(OC)cc3NC(=O)[C@@]12C
(74) C[C@H](CO)N1C[C@H](C)[C@@H](CN(C)C(=O)Nc2ccc3c(c2)OCO3)Oc2c(cccc2N(C)C)C1=O
(75) CCN(CC)C(=O)c1[nH]cnc1C(=O)N[C@H](C)c1ccccc1
(76) Cc1noc(C)c1C(=O)Nc1cc(Cl)ccc1N1CCOCC1
Assay by compound	73	74	75	76
GSK3 alpha inh	13	1	-3	-3
DYRK1A inh	-3	-3	2	10
KCNK3 inh	i	i	i	i
HDAC3 inhib	2	-9	-4	3

Not all compounds are listed; rates above refer to the full screens.
